# Screening data: PubChem, IUPUI and University of Michigan
# ST2 inh = inhibitors of human ST2 (IL1RL1) binding to IL-33; AlphaLISA ST2-Fc/biotin-IL-33 interaction, 1 h; inhibition, % for hits at 17 µM; AID 1259354; hit rate 2.3% among 78,000; Q01638; in the data active means inhibition above about 30%; inconclusive means mostly about 10% to 28%
# Target sequence (Q01638 whole entry, looked up): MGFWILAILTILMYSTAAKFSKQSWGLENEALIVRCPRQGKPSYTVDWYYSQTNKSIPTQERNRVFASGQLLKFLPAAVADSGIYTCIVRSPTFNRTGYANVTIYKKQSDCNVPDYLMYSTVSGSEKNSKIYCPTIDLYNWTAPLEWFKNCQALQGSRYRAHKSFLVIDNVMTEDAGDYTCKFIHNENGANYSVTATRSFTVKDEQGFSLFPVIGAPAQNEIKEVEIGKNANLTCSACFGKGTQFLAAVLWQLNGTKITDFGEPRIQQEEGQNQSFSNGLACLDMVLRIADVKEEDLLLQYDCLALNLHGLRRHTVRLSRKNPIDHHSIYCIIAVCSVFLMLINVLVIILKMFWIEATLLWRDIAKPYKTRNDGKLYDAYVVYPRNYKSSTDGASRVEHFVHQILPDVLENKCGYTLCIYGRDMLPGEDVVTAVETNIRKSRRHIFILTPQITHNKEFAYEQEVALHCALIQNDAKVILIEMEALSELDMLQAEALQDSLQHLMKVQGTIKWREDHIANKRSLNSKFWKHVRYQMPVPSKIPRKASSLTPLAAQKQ
# Calls only; i = inactive; ? = inconclusive. Only part of the results is shown. The share of hits here may be higher or lower than overall.
canonical_smiles,ST2 inh
O=C1c2ccccc2C(=O)N1CNc1ccccc1Cl,i
O=C(c1cc([N+](=O)[O-])cc([N+](=O)[O-])c1Cl)n1nnc2ccccc21,?
COc1ccc(C(/C=C2\N(C)c3ccccc3C2(C)C)C[N+](=O)[O-])cc1 (centres undefined),?
CN(CCOc1ccc(C[C@H](Nc2ccccc2C(=O)c2ccccc2)C(=O)O)cc1)c1ccccn1,i
CC(=O)c1cccc(NC(=O)Cn2c(-c3nonc3N)nc3ccccc32)c1,i
Cc1cccc(C2N3CC4(C)CN2CC(C)(C3)C4O)c1 (centres undefined),i
Cc1ccc(-c2ccccc2C(N)=O)c2cccnc12,?
Cc1cc(C)cc(C(=O)N(c2ccc(F)cc2)C2C=CS(=O)(=O)C2)c1 (centres undefined),i
CN(C(=O)c1ccsc1)C(Cc1ccccc1)C1CCN(C(=O)c2ccc3[nH]ccc3c2)CC1 (centres undefined),i
CC(=O)Nc1ccc2nc(SCc3nc4ccccc4[nH]3)sc2c1,i
Cc1ccccc1C(=O)N[C@H]1C[C@@H]2CC[C@H]1C2,i
CC(C)Cc1cc(Cn2cnnc2)no1,?
CC(C)(C)c1ccnc(N[C@H]2CO[C@H]3[C@@H]2OC[C@@H]3NC(=O)NC2CCCCC2)n1,i
O=C(NC1CC1)C1CCN(C2CCN(C(=O)c3ccccc3-n3cccn3)CC2)CC1,i
COc1ccc2nc(NC(=O)C3CCCN3S(=O)(=O)c3ccc(C)cc3)sc2c1 (centres undefined),i
CCN(CC)C(=O)[C@@H]1C[C@@H](N)CN1C(=O)CN1CCCC1=O,i
O=C(c1ccccc1)N1C(O)CCC12CSCC2=O (centres undefined),i
CC(=O)OC1CC2(C)C3CC=C4C(CC(OC5OC(CO)C(O)C(O)C5O)C(O)C4(C)C)C3(C)CCC2(C)C1C(C)(O)C(=O)CCC(C)(C)O (centres undefined),i
CC1CC(=O)C2=C(C1)OC(N)=C(C#N)C21C(=O)Nc2ccccc21 (centres undefined),i
O=C1CCC(=O)N1CNc1ccc(-c2ccc(NCN3C(=O)CCC3=O)cc2)cc1,?
O=C(Nc1ccc(Cl)cc1)N[C@H]1CO[C@H]2[C@@H]1OC[C@H]2O,?
COc1cccc(CC2=NOC(C(=O)N3CCC(Sc4ccc(F)cc4)CC3)C2)c1 (centres undefined),i
O=C(O)c1cccc(N2C(=O)c3cccnc3C2=O)c1,i
CCn1cc(-c2c(-c3ccccc3)ncn2CCNc2cccnc2)c(C)n1,i
CN1[C@@H](CCC(=O)NCc2ccccc2)CNC(=O)[C@@H]2[C@H]1CCN2Cc1csnn1,?
O=C(O)CCc1cc2ccoc2cc1O[C@@H]1O[C@H](CO)[C@@H](O)[C@H](O)[C@H]1O,i
O=C(Nc1ccc(S(=O)(=O)Nc2nccs2)cc1)Nc1ccc(Cl)c(Cl)c1,i
COc1cccc(-c2nc(-c3ccccn3)no2)c1,i
CC(C)c1ccc(C2C(C#N)=C(N)SC(N)=C2C#N)cc1,?
Brc1ccc(-c2nc(NCc3ccco3)c3ccccc3n2)cc1,i
O=C(Nc1ccc(I)cc1)N1CCOCC1,i
CN(Cc1ncc[nH]1)C(=O)c1ncc(F)cc1F,?
c1ccc(C(c2ccccc2)N2CCN(Cc3nc(CC4CC4)no3)CC2)cc1,i
CN(CCCNC(=O)c1cc(-c2ccncc2)nc2ccccc12)C1CCCCC1,?
CS(=O)(=O)N(CC(=O)N1CCN(c2ccccc2F)CC1)c1ccccc1Br,i
O=C(CSc1c[nH]c2ccccc12)N1N=C(c2cccs2)CC1c1ccc(F)cc1 (centres undefined),?
COc1ccc(CCNC2CC(=O)N(c3ccccc3)C2=O)cc1OC (centres undefined),i
Cc1c(Cl)cccc1-n1ncnc1-c1ccc2c(c1)OCO2,?
CCOc1ccccc1CN1C(=O)CCC1(C)C(=O)NC1CCCCC1 (centres undefined),i
O=C(NCc1ccc(C(=O)N2CCCCC2)cc1)C1CC2(CCNCC2)CN1 (centres undefined),?

# Another view of part of the listing above.
c1ccc(C(c2ccccc2)N2CCN(Cc3nc(CC4CC4)no3)CC2)cc1
  ST2 inh: i

CN(CCCNC(=O)c1cc(-c2ccncc2)nc2ccccc12)C1CCCCC1
  ST2 inh: ?

CS(=O)(=O)N(CC(=O)N1CCN(c2ccccc2F)CC1)c1ccccc1Br
  ST2 inh: i

O=C(CSc1c[nH]c2ccccc12)N1N=C(c2cccs2)CC1c1ccc(F)cc1 (centres undefined)
  ST2 inh: ?

# Later entries:
canonical_smiles,ST2 inh
O=C(NCc1ccco1)c1ccc2c(c1)N(Cc1ccccc1F)C(=O)CS2,i
Cn1cc(CC(=O)Nc2cccc(Cl)c2)c2ccccc21,i
Cc1oc(-c2ccc(Cl)cc2)nc1CN1CCCC(C(=O)N2CCOCC2)C1 (centres undefined),?
Cc1ccc(N2C(=O)CSC2c2ccc(F)cc2)cc1 (centres undefined),i
Cc1ccc(NC(=O)CC(=O)N2CCN(CC(C)C)CC2)cc1,i
O=C(Nc1ccc2c(c1)OCO2)c1cc(-c2ccccc2O)on1,i
NC(=O)c1cc(C(N)=O)c(C(N)=O)nc1C(N)=O,i
Cc1cc(NC(=O)CNS(=O)(=O)c2ccc(Br)s2)ccc1Br,i
CSc1ccc(CN2CCN(S(=O)(=O)c3ccc([N+](=O)[O-])cc3)CC2)cc1,?
Cc1nnc(CN(C)C(=O)CC(c2ccccc2)c2ccco2)o1 (centres undefined),i
CCC1CN(C(=O)CNS(C)(=O)=O)CCC(=O)N1Cc1ccccc1 (centres undefined),i
CN1CCN(C(=O)CC[C@H]2CNC(=O)[C@@H]3[C@@H](CCN3CC(C)(C)C)N2C)CC1,?
COc1ccc(CNC(=O)c2cc3cc4cc(OC)ccc4nc3o2)cc1,?
CNCC(=O)NC(c1cccc(C)c1)c1cccs1 (centres undefined),?
O=C1CCCN1CCCNc1ncc(F)c(N2CCOCC2)n1,i
CCn1c(C)cc(C)c(C(=O)Nc2ccc(NC(=O)CC(C)C)c(OC)c2)c1=O,i
OC(COCc1ccc(Cl)cc1)CN1CCN(c2ccc(F)cc2)CC1 (centres undefined),i
O=C(NC1CCCC1)c1cc(-c2ccc(Cl)cc2)on1,i
C[C@@H]1C(=O)O[C@H]2[C@H](O)C34[C@H]5C[C@@H](C(C)(C)C)C36[C@@H](OC(=O)[C@@H]6O)O[C@@]4(C(=O)O5)[C@@]12O (some centres undefined),?
COc1ccc(Cn2c(SCC#N)nc3c(sc4cccc(F)c43)c2=O)cc1,i
CC(C)NC(=O)N[C@H]1C[C@H]2C(=O)NC[C@@H](CCC(=O)N3CCCCC3)N2C1,?
CN(CCNS(=O)(=O)c1cccc2nsnc12)Cc1ccccc1,i
Cc1ccc(OCC(O)C(C)NC(C)C)c2c1CCC2 (centres undefined),i
O=C1C=C(c2ccccc2)C[C@H](c2cccc([N+](=O)[O-])c2)[C@H]1n1cnc([N+](=O)[O-])n1,?
CCCNC(=O)CCSc1nc2nc(C)cc(C)n2n1,i
CC(Oc1ccc(Cl)cc1Cl)C(=O)Nc1cccc(F)c1 (centres undefined),i
CCOCCCNC(=O)C1c2c(n(C)c3ccccc23)SCC(=O)N1c1ccc(OC)cc1 (centres undefined),i
Cc1cc(NC(=O)C(=O)NCCN2CCN(C(=O)c3cccs3)CC2)ccc1Br,i
O=C(NCCNc1ccc(Cl)cc1[N+](=O)[O-])c1ccc(Br)o1,i
Cn1c(=O)[nH]c(=O)c2c1nc(CN1CCN(c3ccccc3F)CC1)n2CC(N)=O,i
CCCN(CCO)Cc1ccc(Br)o1,?
O=C(Nc1ccc(F)c(Cl)c1)c1ccc(Cl)cc1[N+](=O)[O-],?
CCC1C(=O)NCCN1Cc1ccc2c(c1)CN(Cc1ccc(OC)c(OC)c1)CCO2 (centres undefined),i
Cc1cc(C)c(N)c([N+](=O)[O-])c1,?
CC(=O)N1CCN([C@H]2[C@@H]3OC[C@@H](O3)[C@@H](NCc3ccc(CO)o3)[C@@H]2O)CC1,i
COc1ccc(CC2=NOC(C(=O)NCCC3COc4ccccc4O3)C2)cc1 (centres undefined),i
O=C(CSCc1ccc(Cl)cc1)Nc1ccc(Br)cc1C(=O)O,i
COc1ccc(NC(=O)N[C@H]2[C@H](O)[C@@H](N3CCOCC3)[C@@H]3OC[C@H]2O3)cc1,?
COc1ccc(NCc2ccncc2)cc1,i
O=C(C1CCCO1)N1CCN(Cc2cn[nH]c2-c2ccc(F)cc2)CC1 (centres undefined),?
C=CCSc1nnc2c(n1)OC(c1cc(OC)c(O)c(OC)c1)Nc1ccccc1-2 (centres undefined),i
Cc1nn(C)c(C)c1CN(C)C(=O)CC(c1ccccc1)c1ccccc1F (centres undefined),i
Cc1nn(CCNS(=O)(=O)NCc2ccccc2)c(C)c1Cl,i
COc1cc(C2N(c3nccs3)C(=O)C3CCCN32)cc(OC)c1OC (centres undefined),i
O=C(NCCc1ccccc1)C(Cc1ccccc1)N1C(=O)c2ccccc2C1=O (centres undefined),i
CC(O)Cc1nsc(NC(=O)c2ccc(Br)o2)n1 (centres undefined),i
CCOc1ccc(CSc2nc(C)cc(COC)c2C#N)cc1OCC,?
O=C(Nc1c(-c2cccs2)nc2ccccn12)c1ccccc1F,i
Cc1ncc(CC(=O)N2CCOC(C(F)(F)F)C2)c(=O)[nH]1 (centres undefined),i
CC1=NN(c2ccc(C)cc2)C(=O)CC1,i
CCC(C(=O)Nc1ccccc1C(N)=O)c1ccccc1 (centres undefined),i
CC(C)C(O)c1cnc(OCc2ccccc2)nc1OCc1ccccc1 (centres undefined),?
Cc1cc(N2CCOCC2)nc2ccc(NC(=O)CCC(=O)N3CCCCCC3)cc12,i
CCN(CC)S(=O)(=O)c1cccc(C(=O)Nc2cccc(O)c2)c1,i
O=C(CSc1nnc(SCC(=O)c2ccc(O)cc2)s1)c1ccc(O)cc1,i
COc1ccc(CNC(=O)C[C@@H]2O[C@H](CNS(C)(=O)=O)[C@@H](O)[C@H]2O)cc1,i
Cc1ccc(S(=O)(=O)Nc2ccccc2C)cc1,?
Cc1ccccc1Cn1cc(NC(=O)c2cc(-c3cccs3)on2)cn1,i
CC1=CC[C@@H]2CN(C(=O)c3cccc4nccnc34)C[C@@H]2C1,i
CCN(CC)CC#CC(O)(C(C)C)C(C)C,i

# Continuation:
canonical_smiles,ST2 inh
Cc1ccc(NC(=O)c2ccc([N+](=O)[O-])c(C)c2)cc1Cl,i
O=S(=O)(Nc1ccccn1)c1ccc(Br)cc1,i
O=C(O)[C@H]1C[C@@H](O)CCN1C(=O)C1(c2ccc(Cl)cc2)CC1,i
COc1cccc(NC(=O)c2coc(=O)c3ccccc23)c1,i
O=C(Nc1cccc(F)c1)N1C[C@@H]2C[C@H](C1)c1c(-c3cc4ccccc4s3)ccc(=O)n1C2,?
Cc1cccc(NC(NC(=O)CN2C(=O)c3ccccc3S2(=O)=O)C(Cl)(Cl)Cl)c1 (centres undefined),i
CC1CCCCC1NC(=O)/C=C1\Sc2ccccc2NC1=O (centres undefined),i
O=C(NCc1ccccc1)c1coc2nc3ccccc3nc12,i
CC(=O)Nc1ccc(-c2ccc(=O)n3c2[C@@H]2C[C@@H](CN(C(=O)NC4CCCCC4)C2)C3)cc1,?
COc1ccc(C(=O)NC(C)C23CC4CC(CC(C4)C2)C3)cc1 (centres undefined),i
CCOc1cccc(OCCN2CCOCC2)c1,?
CN(Cc1nnc(-c2ccccc2)o1)C(=O)C1CCCN(Cc2ccco2)C1 (centres undefined),?
O=C(Cn1c(=O)sc2ccccc21)N1CCCC1,i
NC(=O)CC[C@H](N)C(=O)O,i
COc1cccc2c1OCCCN(C(=O)CCc1scnc1C)C2,i
COc1ccc(/C=C2/C(=O)N(c3ccccc3)N=C2C)cc1,?
CNC(=O)C1CCC(Cn2c(=O)c3sccc3n(CC(=O)Nc3cc(C)cc(C)c3)c2=O)CC1 (centres undefined),?
CC(NC1CCSCC1)c1ccc(-n2cncn2)cc1 (centres undefined),i
CC(C)(CN1CCC(Cc2cccc(C(=O)O)c2)C1)N1CCOCC1 (centres undefined),i
Clc1ccc(CN2CCc3ccccc3C2)cc1Cl,i
COc1ccc(C(=O)COC(=O)CN2C(=O)C3C4C=CC(C4)C3C2=O)cc1 (centres undefined),i
Cc1cc(O)c(Oc2cc(C)cc(O)c2O)c(O)c1,i
Cc1ccc(C(=O)O)cc1N=Cc1cc([N+](=O)[O-])cc([N+](=O)[O-])c1O,i
C=C1c2ccc(OC)cc2NC(=O)N1c1ccccc1,?
Fc1cc(NCc2ccccc2)nc(NCc2ccccc2)n1,i
O=C1C2CCCN2C(c2ccc(Br)cc2)N1c1nccs1 (centres undefined),?
COc1cccc(C2C(=O)N(C3CCCCC3)CC(=O)N2C2CCCC2)c1 (centres undefined),i
C=CCn1cc(CN2CCCC(c3nc4c(C)cccc4[nH]3)C2)c(C)n1 (centres undefined),i
O=C(O)c1cc([N+](=O)[O-])c(C(=O)O)cc1Oc1ccc(Cl)cc1Cl,i
c1ccc(OCCN2CCCCC2)cc1,i
Cc1c(NC(=O)c2ccc(Cl)cc2Cl)c(=O)n(-c2ccccc2)n1C,i

# Rewritten with each value named: part of the list above.
Molecule: COc1cccc(C2C(=O)N(C3CCCCC3)CC(=O)N2C2CCCC2)c1 (centres undefined)
  ST2 inh: i

Molecule: Cc1cc(O)c(Oc2cc(C)cc(O)c2O)c(O)c1
  ST2 inh: i

Molecule: Cc1ccc(C(=O)O)cc1N=Cc1cc([N+](=O)[O-])cc([N+](=O)[O-])c1O
  ST2 inh: i

Molecule: O=C(O)c1cc([N+](=O)[O-])c(C(=O)O)cc1Oc1ccc(Cl)cc1Cl
  ST2 inh: i
